Fam108B counter: mouse Fam108B serine hydrolase inhibitors, primary screen, counter-screen for RBBP9 inhibitor project, biochemical, fluorescence polarization; recombinant Fam108B, FP-Rh probe fluorescence polarization; inhibition, % at 9.51 µM; 0.33% of 300,000 active; AID 1947, 2009;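 active = inhibition above the screen mean inhibition plus 3 SD, computed separately per campaign, cut at about 18% in these data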;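 note: inhibitors lower polarization as less probe binds the enzyme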
PAD4 FP inh: human PAD4 inhibitors, primary screen, biochemical, fluorescence polarization, 1536-well format | recombinant PAD4, RCA probe fluorescence polarization | inhibition, % at 6.36 µM | 0.41% of 330,000 active | AID 485272, 2010;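 active = percent inhibition above a cutoff equal to the mean of all tested compounds plus 3 SD, cut at about 15% in these data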;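 note: 0% = PAD4 with RCA probe and DMSO and 100% = probe without PAD4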
PAFAH2 FP inh: PAFAH2 enzyme inhibitors, primary screen, biochemical, fluorescence polarization, human; inhibition, % at 3.39 µM; 0.99% of 340,000 active; recombinant PAFAH2, FP-rhodamine activity probe; AID 492956, 2010;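 active = inhibition above the mean over all tested compounds plus 3 SD, cut at about 30% in these data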;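 note: inhibitors block probe labeling of enzyme so polarization drops; 0% = enzyme with DMSO and 100% = wells lacking PAFAH2 protein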
LYPLA1 inh: LYPLA1 inhibitors, primary screen, counter-screen for PME1 inhibitor project, biochemical, fluorescence polarization, FP-Rh probe ABPP; Acyl-protein thioesterase 1 (Homo sapiens), O75608; recombinant LYPLA1; inhibition, % at 5.9 µM; 0.16% of 320,000 active; AID 2174, 2009;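 active = inhibition above the mean of all tested compounds plus 3 SD, set per campaign, cut at about 14% in these data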;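 note: inhibitors block serine hydrolase probe labeling of LYPLA1 so polarization falls; 0% = enzyme with DMSO and 100% = wells lacking LYPLA1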
Target sequence (O75608 whole entry, looked up): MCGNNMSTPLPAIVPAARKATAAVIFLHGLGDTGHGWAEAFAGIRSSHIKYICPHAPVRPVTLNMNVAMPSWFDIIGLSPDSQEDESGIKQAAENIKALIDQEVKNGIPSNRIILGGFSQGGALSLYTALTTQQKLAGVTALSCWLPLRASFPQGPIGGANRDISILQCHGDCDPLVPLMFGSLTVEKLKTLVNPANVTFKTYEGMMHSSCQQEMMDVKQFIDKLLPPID
pPAFAH FP inh: pPAFAH enzyme inhibitors, primary screen, biochemical, fluorescence polarization, human; Platelet-activating factor acetylhydrolase (Homo sapiens), Q13093; recombinant pPAFAH, FP-rhodamine probe fluorescence polarization; inhibition, % at 3.39 µM; 1.5% of 330,000 active; AID 463082, 2010;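 active = inhibition above the mean inhibition across the screen plus 3 SD, cut at about 25% in these data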;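 note: inhibitors block binding of the rhodamine activity-based probe so polarization drops; 0% = enzyme with DMSO and 100% = wells lacking pPAFAH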
Target sequence (Q13093 whole entry, looked up): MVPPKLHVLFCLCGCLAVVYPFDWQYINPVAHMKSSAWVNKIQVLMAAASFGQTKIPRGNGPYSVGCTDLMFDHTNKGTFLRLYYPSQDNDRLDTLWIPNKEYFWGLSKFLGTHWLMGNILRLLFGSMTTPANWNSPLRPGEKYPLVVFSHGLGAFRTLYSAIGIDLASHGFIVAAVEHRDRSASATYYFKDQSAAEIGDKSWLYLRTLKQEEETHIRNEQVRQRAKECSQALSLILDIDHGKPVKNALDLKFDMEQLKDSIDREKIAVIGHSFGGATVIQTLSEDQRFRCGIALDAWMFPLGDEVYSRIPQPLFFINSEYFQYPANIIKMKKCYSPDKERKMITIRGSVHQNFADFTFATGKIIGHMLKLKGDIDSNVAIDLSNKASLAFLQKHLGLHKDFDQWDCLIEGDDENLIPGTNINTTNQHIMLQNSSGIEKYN
PAFAH1B3 inh: PAFAH1B3 enzyme inhibitors, primary screen, biochemical, fluorescence polarization, human | recombinant PAFAH1B3, FP-rhodamine probe | inhibition, % at 3.39 µM | 0.28% of 340,000 active | AID 492972, 2010;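 active = inhibition above the screen-wide average of all tested compounds plus 3 SD, cut at about 25% in these data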;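 note: 0% = enzyme with DMSO only and 100% = wells lacking PAFAH1B3 protein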
PME-1 primary: PME-1 inhibitors via competitive probe labeling, primary screen, biochemical, fluorescence polarization, FP-Rh probe, HTS; Protein phosphatase methylesterase 1 (Homo sapiens), Q9Y570; recombinant PME-1; inhibition, % at 5.9 µM; 0.53% of 320,000 active;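 active = inhibition above the campaign mean of all compounds plus 3 SD, cut at about 26% in these data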;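 note: competitive labeling of PME-1 active site by serine hydrolase directed probe; 0% = PME-1 with DMSO and 100% = wells lacking PME-1 enzyme; inhibitors block probe labeling so polarization falls and inhibition rises; many of its hits are not listed in these tables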
GSTO1 inh: inhibitors of recombinant GSTO1, primary screen, counter-screen for RBBP9 inhibitor project, biochemical, fluorescence polarization | 1.1% of 300,000 active | Glutathione S-transferase omega-1 (Homo sapiens), P78417 | inhibition, % at 5.96 µM | activity-based probe fluorescence polarization;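 active = inhibition above the campaign mean inhibition plus 3 SD, cut at about 35% in these data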;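 note: 0% = GSTO1-1 with DMSO and 100% = wells lacking GSTO1-1 enzyme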
Target sequence (P78417 whole entry, looked up): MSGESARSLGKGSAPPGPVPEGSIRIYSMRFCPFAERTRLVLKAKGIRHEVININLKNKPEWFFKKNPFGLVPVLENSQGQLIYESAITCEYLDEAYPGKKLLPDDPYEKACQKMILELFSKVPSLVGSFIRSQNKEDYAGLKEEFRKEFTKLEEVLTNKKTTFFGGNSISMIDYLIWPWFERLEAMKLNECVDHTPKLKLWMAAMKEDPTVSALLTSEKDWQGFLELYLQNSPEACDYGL
PAFAH1B2 FP inh: PAFAH1B2 enzyme inhibitors, primary screen, biochemical, fluorescence polarization, human; recombinant PAFAH1B2, FP-rhodamine activity probe; inhibition, % at 3.39 µM; 1.2% of 340,000 active;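 active = inhibition above the mean of all tested compounds plus 3 SD, cut at about 24% in these data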;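 note: 0% = enzyme with DMSO and 100% = wells lacking PAFAH1B2; many of its hits are not listed in these tables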
An asterisk follows results filed as active; x = not tested or not shown.

SMILES | Fam108B counter | PAD4 FP inh | PAFAH2 FP inh | LYPLA1 inh | pPAFAH FP inh | PAFAH1B3 inh | PME-1 primary | GSTO1 inh | PAFAH1B2 FP inh
CCCCCC(=O)Nc1cc(S(=O)(=O)N2CCOCC2)ccc1N1CCN(C)CC1 | -2 | 1 | -3 | 3 | -1 | 12 | 0 | -3 | 4
CCOCCCNC(=O)CCCC1=NS(=O)(=O)c2ccccc2N1 | 4 | -5 | 4 | -3 | 5 | 0 | -5 | -4 | 1
Cc1ccc(CN2CCN(C(=O)C3CCC3)CC2)cc1 | -1 | -3 | 2 | 3 | -5 | 0 | -1 | -2 | 0
Cc1ccc2nc(-c3ccc(NC(=O)CN(C)S(=O)(=O)c4ccccc4)cc3)sc2c1 | -13 | 7 | x | -3 | -5 | x | -14 | -2 | x
COC(=O)c1ccc(NC(=O)c2ccc(F)cc2)o1 | -2 | -15 | 5 | 1 | -4 | 7 | 1 | -2 | -1
Cc1ccc(NC(=O)N(Cc2nc3ccccc3c(=O)[nH]2)Cc2cccs2)cc1 | 1 | 6 | 3 | 0 | 6 | 4 | -1 | 6 | 0
COC(=O)c1cc(NS(=O)(=O)c2ccc(N3CCOCC3)c([N+](=O)[O-])c2)cc(C(=O)OC)c1 | 0 | 0 | 5 | 0 | 5 | 5 | -1 | -7 | -1
COc1ccc(NC(=O)CSc2nc(-c3ccc(C)cc3)cc(C(F)(F)F)c2C#N)cc1 | -3 | 1 | -2 | 3 | -1 | 6 | -2 | -7 | 10
C#CCOCCOCCOCCNc1nc(N2CCN(C(=O)CCCCCCCCCCNC(=O)[C@H]([C@@H](C)CC)n3cc(CCCCN=C(N)N)nn3)CC2)nc(N2CCN(C(=O)CCCCCCCCCCNC(=O)[C@H](CCCCN)n3cc(C[C@@H](C)CC)nn3)CC2)n1 | -10 | -22 | x | -7 | -5 | x | -10 | -13 | x
O=C1CCC/C(=N/NC(=O)c2ccc(CN3c4cccc5cccc(c45)S3(=O)=O)cc2)C1 | 7 | -1 | -5 | -4 | 10 | 1 | 0 | -1 | 0
Oc1ccccc1C1=Nc2nc3ccccc3n2C(c2ccccc2)C1 (centres undefined) | 2 | 2 | -7 | -2 | 6 | 10 | 10 | -6 | 3
NC(=O)Nc1ccc(Nc2ccccc2)cc1 | 5 | -2 | 2 | 1 | 6 | 13 | -5 | 7 | 3
CC1CCN(C(=S)c2ccccc2O)CC1 | -1 | 2 | 10 | -2 | -1 | 2 | 3 | -5 | 3
Cc1ccc2sc(NNC(=O)c3cc(=O)c4ccccc4o3)nc2c1C | 9 | -5 | 6 | -2 | 15 | 15 | 46* | 9 | 9
C=CC(COCc1ccccc1)N([C@@H](Cc1ccccc1)C(=O)OC)S(=O)(=O)c1ccccc1Br (some centres undefined) | x | -4 | -9 | x | -6 | 6 | x | x | -5
CC(C)c1ccc(NC(=O)NCc2ccccn2)cc1 | 0 | 5 | 5 | 4 | 1 | -5 | 5 | 2 | 1
Cc1cccc(NC(=O)C2(c3cccs3)CCOCC2)c1 | 2 | -5 | 10 | 4 | 1 | 1 | -2 | -5 | 3
COc1cccc(/C=N/Nc2nc3ccccc3[nH]2)c1O | 7 | -2 | 10 | 5 | 3 | 7 | -12 | -3 | 2
Cn1cnc2c1c(=O)n(Cc1cccc(F)c1)c(=O)n2C | -1 | -5 | 6 | -3 | 1 | 10 | 3 | -5 | 4
Cc1cc(C)cc(N(CCC(=O)Nc2nnc(C3CC3)s2)S(=O)(=O)c2ccc(Cl)cc2)c1 | 0 | -2 | 0 | -2 | -2 | 6 | -1 | 8 | -1
COc1ccc(/C=N/NC(=O)Cc2csc(Nc3cccc(C(F)(F)F)c3)n2)c(OC)c1 | 4 | 2 | -1 | -9 | 7 | 2 | 1 | -17 | 2
COc1ccccc1N(C)S(=O)(=O)c1ccc(C(=O)NC2CCCCCC2)cc1 | 1 | -1 | 2 | -2 | 4 | 6 | 4 | 5 | 6
O=C(CCC(=O)Nc1cccnc1)Nc1cccnc1 | 4 | 0 | 1 | 0 | 3 | 13 | -2 | 5 | 5
Cc1ccc(CSc2nnc(SCC(=O)N/N=C/c3ccc(C(=O)O)cc3)s2)cc1 | -1 | 2 | 2 | -2 | -3 | 2 | 5 | -6 | 8
O=C(CCNC(=O)c1ccc(Br)cc1)Nc1cccc(S(=O)(=O)N2CCCC2)c1 | 0 | -4 | -10 | -2 | 3 | 3 | -3 | 4 | 14
Next results:
SMILES | Fam108B counter | PAD4 FP inh | PAFAH2 FP inh | LYPLA1 inh | pPAFAH FP inh | PAFAH1B3 inh | PME-1 primary | GSTO1 inh | PAFAH1B2 FP inh
NC(=O)C1CCN(C(=O)CSc2nc3ccccc3[nH]2)CC1 | -3 | -2 | 4 | 4 | -3 | 3 | -4 | 1 | 2
CCN1C(=O)c2ccccc2Sc2ccc(C(=O)NCCCN3CCCCC3)cc21 | -3 | -3 | 4 | -1 | 3 | -1 | 6 | -3 | -3
Cc1cccc(OCc2nc(C#N)c(NCc3ccc4c(c3)OCO4)o2)c1 | 2 | 0 | 3 | -8 | 0 | 2 | -6 | 2 | 7
COc1ccc(CNC(=O)COC(=O)[C@@H]2CCCN2C(=O)c2cccs2)cc1 | x | 3 | 2 | x | -5 | 12 | x | x | 7
Cc1cc(C)n2nc(C(=O)N(C)C(c3ccccc3)c3ccccc3)nc2n1 | 4 | 3 | 6 | 2 | 0 | 9 | 0 | 2 | 7
N#CCN1CCN(CC(=O)c2ccc(Br)cc2)CC1 | -3 | -16 | 1 | -6 | -6 | 2 | -4 | 9 | 5
Cc1ccnc(NS(=O)(=O)c2ccc(NC(=O)c3ccc([N+](=O)[O-])s3)cc2)n1 | 1 | -2 | 12 | 4 | 7 | 9 | 3 | 37* | 3
CCOC(=O)c1nnc2ccnn2c1N | -4 | -5 | 9 | 3 | 5 | 8 | -4 | 4 | 0
COC(=O)c1cc(NS(=O)(=O)c2ccc(OC)c(OC)c2)ccc1Cl | 4 | 4 | -6 | 2 | 5 | 8 | 1 | 15 | 0
COc1ccc(OC)c(-n2nnnc2SCC(=O)NCCc2ccccc2)c1 | -3 | -3 | -7 | -4 | 2 | 3 | -3 | 0 | -2
COc1cccc(-c2n[nH]c3c2CCC3)c1 | 3 | 3 | -1 | -1 | 7 | 5 | 7 | -2 | 2
O=C(Cc1c[nH]c2ccccc12)Nc1nccs1 | -3 | 1 | -3 | 3 | 0 | 8 | -2 | 0 | 1
Cc1cc(OCC(=O)OC(C)C(=O)Nc2ccc(N3CCOCC3)cc2)ccc1Cl (centres undefined) | x | -3 | 1 | -2 | 16 | 7 | -1 | x | 0
O=C(COc1c(Br)cc(Br)c2cccnc12)N1CCc2ccccc2C1 | 2 | -8 | 3 | -2 | 12 | 3 | 5 | 14 | 0
CCOc1cc(N2CCOCC2)c(OCC)cc1NC(=O)CN1CCCC1 | 2 | 0 | -5 | 3 | 3 | 10 | -2 | 14 | 3
Cc1ccc(OCC(=O)N2CCCCC2)c(Br)c1 | 1 | -1 | -1 | 0 | 5 | 2 | -3 | 3 | 0
COc1ccc(NC(=O)COC(=O)c2ccc(NS(=O)(=O)/C=C/c3ccccc3)cc2)cc1 | -4 | -4 | 76* | -12 | 33* | 4 | -7 | -2 | -5
CC(C)(C)C(=O)Nc1cc2c3c(c1)CCC(=O)N3CCC2 | 0 | -1 | -1 | 9 | 2 | 8 | 5 | 5 | 0
S=C(Nc1ccccc1Cl)NC1CCC(NC(=S)Nc2ccccc2Cl)CC1 (centres undefined) | -5 | -1 | -24 | -3 | 1 | -10 | -2 | 3 | -6
CC[C@]12c3[nH]c4ccc(OC)cc4c3CCN1C(=O)C(CC(=O)NCCN1CCOCC1)C[C@@H]2C(=O)N1CCN(C(=O)C2CC2)CC1 (some centres undefined) | x | 2 | -3 | x | 3 | 4 | x | x | 0
Cc1ccsc1CN(C)C(=O)c1cc(S(=O)(=O)N2CCOCC2)ccc1N1CCCC1 | x | -7 | -7 | 0 | 1 | 4 | 11 | x | -1
Nn1c(Cc2cccc3ccccc23)n[nH]c1=S | -4 | -3 | 3 | 4 | 0 | 8 | 3 | 1 | -2
COc1ccccc1N1CCN(C(=O)Nc2ccc(F)c(Cl)c2)CC1 | 6 | -2 | 3 | 4 | 7 | 7 | 4 | 5 | 2
COc1ccc(NC(=S)Nc2cccc3cnccc23)cc1 | -1 | -10 | -1 | 0 | 3 | 13 | -6 | -2 | 3
O=C(O)c1ccc(CS(=O)c2cccc(C(F)(F)F)c2)o1 (centres undefined) | 4 | 1 | 0 | 4 | 6 | 2 | 0 | -3 | -3
More results
SMILES | Fam108B counter | PAD4 FP inh | PAFAH2 FP inh | LYPLA1 inh | pPAFAH FP inh | PAFAH1B3 inh | PME-1 primary | GSTO1 inh | PAFAH1B2 FP inh
COc1cccc(CNC(=O)CCNC(=O)c2ccc(Br)o2)c1 | 3 | -3 | 1 | 2 | 4 | 9 | -1 | 1 | 5
CCCSc1nnc(NC(=O)Cc2ccc(OC)c(OC)c2)s1 | 1 | -3 | -1 | 0 | 5 | 1 | -5 | 6 | 1
CCc1cc(=O)n2[nH]c(C)c(-c3ccccc3OC)c2n1 | -5 | 3 | -6 | 1 | -2 | -2 | -1 | 13 | 6
CC(=O)Nc1ccc(N(C(=O)Cc2c[nH]c3ccccc23)C(C(=O)NC2CCCCC2)c2ccco2)cc1 (centres undefined) | 4 | -2 | 3 | 1 | 4 | 5 | -3 | 2 | 13
O=C1c2ccccc2CN1CCSC(=S)N1CCSCC1 | 2 | -2 | x | -1 | 3 | x | -8 | 17 | x
CCCN(CC(=O)Nc1ccccc1C)C(=O)CCN1C(=O)c2cccc([N+](=O)[O-])c2C1=O | -1 | -3 | 5 | 3 | -4 | 3 | 6 | -1 | 0
CCC1CSC(Nc2ccc(C(=O)/C=C/c3cccc(C)c3)cc2)=N1 (centres undefined) | -25 | -6 | -10 | -15 | -6 | -1 | -23 | -15 | -5
CC(=O)N1CCN(c2nc(CC(C)C)c3c(c2C#N)CCC3)CC1 | 1 | 5 | 2 | 0 | 6 | -1 | 0 | 1 | 11
Cc1ccc2c(Cl)cc(Cl)c(OCC(=O)O)c2n1 | -3 | -3 | 17 | -2 | 1 | 8 | -2 | -1 | 5
CC(Oc1ncnc2ccccc12)C(=O)Nc1cccc(S(=O)(=O)N2CCOCC2)c1 (centres undefined) | -3 | 0 | 0 | 0 | 1 | 0 | -4 | 12 | 3
CCN(C(=O)COC(=O)c1cc(-c2ccccc2)nc2c1c(C)nn2-c1ccccc1)C1CCS(=O)(=O)C1 (centres undefined) | -4 | 4 | -15 | -2 | -1 | -10 | -5 | -2 | -5
Cc1cc(C(=O)Nc2ccc(OCc3ccccc3)cc2)c(C)o1 | 0 | -2 | -1 | -1 | -2 | 5 | -4 | -4 | 3

This is a subset (hit frequency here may not be typical).
